IL-2 act: qHTS of IL-2 Activators; IL-2 activation reporter assay, cell-based qHTS; stimulated with anti-CD3/CD4/CD28 beads; in transgenic mouse T cells; activation, % (series mostly up to about 46 µM); actives 0.065% (n = 360,000); AID 652025, 2013; in the data active means activation above about 50%; inconclusive means mostly about 30% to 49%; further: 0% is about no effect
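Unstimulated transgenic mouse T cells; 60-min compound exposure; bead-based TCR/CD4/CD28 stimulation; 18 h culture, 37 degrees C; dual fluorescence (EGFP, DsRed) plate cytometry.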
EPAC1 ag: qHTS for Agonist of cAMP-regulated guanine nucleotide exchange factor 3 (EPAC1): primary screen | Rap guanine nucleotide exchange factor 3 (Homo sapiens), O95398 | EPAC1 agonist qHTS, biochemical assay; response scale: 100% = response to 6.5 mM cAMP | Potency, µM (doses to about 154 µM), for inactives: at the highest dose activation, usual class: activators | actives 0.073% (n = 360,000) | AID 720707, 2013; further: potency means the concentration at half of the fitted maximal effect; nearly all actives have a fitted effect of over 60% in size
Target sequence (O95398 whole entry, looked up): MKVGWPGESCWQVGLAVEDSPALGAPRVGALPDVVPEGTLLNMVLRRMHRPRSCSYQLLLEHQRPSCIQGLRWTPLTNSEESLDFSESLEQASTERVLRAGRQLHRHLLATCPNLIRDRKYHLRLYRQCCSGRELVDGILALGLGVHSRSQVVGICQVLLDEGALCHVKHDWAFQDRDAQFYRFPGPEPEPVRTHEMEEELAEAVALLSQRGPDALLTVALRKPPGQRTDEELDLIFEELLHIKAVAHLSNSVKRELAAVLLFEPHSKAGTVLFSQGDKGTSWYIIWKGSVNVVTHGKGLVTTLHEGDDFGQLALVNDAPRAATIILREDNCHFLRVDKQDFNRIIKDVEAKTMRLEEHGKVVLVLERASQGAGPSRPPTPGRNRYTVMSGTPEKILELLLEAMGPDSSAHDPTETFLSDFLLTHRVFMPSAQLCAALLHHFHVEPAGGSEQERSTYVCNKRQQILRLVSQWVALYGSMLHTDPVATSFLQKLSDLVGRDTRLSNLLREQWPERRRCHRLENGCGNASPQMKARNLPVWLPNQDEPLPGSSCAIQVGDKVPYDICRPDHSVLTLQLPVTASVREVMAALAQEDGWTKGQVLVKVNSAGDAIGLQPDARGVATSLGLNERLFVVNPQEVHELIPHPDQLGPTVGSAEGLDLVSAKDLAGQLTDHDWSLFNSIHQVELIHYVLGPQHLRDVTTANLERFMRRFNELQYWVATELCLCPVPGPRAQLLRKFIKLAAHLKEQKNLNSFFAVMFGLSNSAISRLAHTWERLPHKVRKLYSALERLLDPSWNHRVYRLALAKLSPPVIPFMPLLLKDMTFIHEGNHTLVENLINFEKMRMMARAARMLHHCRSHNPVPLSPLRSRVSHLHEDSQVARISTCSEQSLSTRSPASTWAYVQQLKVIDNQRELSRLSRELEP
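Compounds were pinned as a concentration titration into mixtures of EPAC1 (100 nM), BODIPY-GDP-loaded Rap1B (250 nM) and GDP (50 uM). After 5 min at room temperature, fluorescence was followed for 30 min; activity was scaled to 6.5 mM cAMP.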
PLK1 PBD inh: qHTS for Inhibitors of PLK1-PDB (polo-like kinase 1 - polo-box domain): Primary Screen | actives 2.8% (n = 360,000) | Plk1 PBD binding of FITC phosphopeptide, fluorescence polarization | Potency, µM, for inactives: max response, negative = inhibition, usual class: inhibitors; further: potency means the concentration at half of the fitted maximal effect; series mostly up to about 57 µM; on the % scale 0 is the no-effect control and ±100 the full control effect; nearly all actives have a fitted effect of over 65% in size
FUS suppressor: qHTS for Suppressors of FUS Proteinopathy: Primary screen using FUS-linked yeast assay. S. cerevisiae FUS-expressing, growth rescue, OD600, 24 h. Potency, µM (titrated, usually from 76.6 µM), for the others: at the top dose growth rescue (activation), actives largely listed as activators. actives 0.24% (n = 390,000). AID 1347120, 2019;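 further: potency means the concentration at half of the fitted maximal effect; plate controls were DMSO vehicle for no effect and reference control for full effect; nearly all actives have a fitted effect of over 55% in size; some results filed as inactive show a strong effect at the top dose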
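S. cerevisiae expressing FUS from galactose induction served as the toxicity model. Growth after 24hr at 30C, read as absorbance at 600 nm, indicates suppression of toxicity; compounds dosed at several concentrations.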
Abeta rescue: qHTS for compounds that reverse cellular toxicity of Amyloid beta (A-beta) peptide in yeast: Primary Screen; Potency, µM (top dose mostly 46.1 µM), for inactives: top-dose growth rescue, usual class: activators; actives 0.063% (n = 410,000); yeast expressing A-beta42, growth rescue, OD600, 48 h; response scale: 0% DMSO, 100% iron-clioquinol control; further: potency means the concentration at half of the fitted maximal effect; nearly all actives have a fitted effect of over 55% in size
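Yeast A-beta toxicity model in growth medium with pinned compounds, 48 h at 30 C; growth read as absorbance at 600 nm. Normalized to FeCl3/clioquinol equimolar mix (positive) and DMSO (negative).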
EPAC1 antagonist: qHTS for Antagonist of cAMP-regulated guanine nucleotide exchange factor 3 (EPAC1): primary screen | Potency, µM (titrated, usually from 115 µM), for the others: at the highest dose activity change, negative = inhibition, most hits filed as inhibitors | EPAC1 GEF assay, Rap1b-BODIPY-GDP exchange fluorescence | actives 0.14% (n = 360,000) | Rap guanine nucleotide exchange factor 3 (Homo sapiens), O95398;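 further: potency means the concentration at half of the fitted maximal effect; plate controls were vehicle for no effect and positive control for full effect; nearly all actives have a fitted effect of over 50% in size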
PI5P4K alpha inh: qHTS for Inhibitors of phosphatidylinositol 5-phosphate 4-kinase (PI5P4K). Phosphatidylinositol 5-phosphate 4-kinase type-2 alpha (Homo sapiens), P48426. PI5P4Kalpha enzyme, ADP-Glo luminescence, 60 min; stronger effect = lower value. max response, %. actives 1.2% (n = 330,000). AID 652105, 2013; active means max response of -50% or lower; inconclusive means between -30% and -50%; inactive means -30% or higher; further: value at the top dose of about 77 µM; on the % scale 0 is the no-effect control and ±100 the full control effect
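Enzyme plus substrate dispensed, test compounds pinned in, then ATP (5 microM final) added. After 60 min at RT, ADP-Glo reagent 1 for 45 min and reagent 2 for 30 min preceded luminescence imaging.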
WRN helicase inh: qHTS for Inhibitors of WRN Helicase; WRN helicase unwinding, fluorescent forked duplex, kinetic; AID 651768, 2012; Bifunctional 3'-5' exonuclease/ATP-dependent helicase WRN (Homo sapiens), Q14191; actives 0.46% (n = 360,000); Potency, µM (series often up to 114 µM), for the others: top-dose activity change, negative = inhibition, most hits filed as inhibitors; further: potency means the concentration at half of the fitted maximal effect; on the % scale 0 is the no-effect control and ±100 the full control effect; nearly all actives have a fitted effect of over 55% in size
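Kinetic red-fluorescence monitoring (525/598 nm) tracks WRN helicase activity after 100 nM fluorophore-quencher forked duplex and 2 mM ATP are added to 20 nM enzyme pretreated 15 min at room temperature with compound.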
Numbers without * were called inactive; u = inconclusive; x = no result given; & = joins results of further samples; [ ] = dose if it differs, or a comment. Unless noted, the call rests on the fitted dose curve; in most records, active means well fitted curve in the direction sought with a large enough effect; inconclusive means small, poorly fitted or top-dose-only effect, or another doubt; inactive means no such curve, though single readings can be large; an effect the other way counts as inactive or inconclusive.

No.	smiles	IL-2 act	EPAC1 ag	PLK1 PBD inh	FUS suppressor
1	O=C(CN1C(=O)NC2NC(=O)NC21)NN=C1CCCC1 (stereo unspecified)	-2.1	-2%	0%	-2%
2	CCCNC(=O)N(C)C[C@@H]1Oc2ncc(Br)cc2C(=O)N([C@H](C)CO)C[C@@H]1C	0.2	-17%	-20%	4%
3	COc1ccc(-n2c(/C=C(\C)O)nc(=O)c3c(C)cc(C)nc32)cc1	0.4	-12%	1%	11%
4	COc1ccc(OC)c(CNC(=O)Cc2c(C(=O)O)[nH]c3ccc(Cl)cc23)c1	-0.1	5%	u	36%
5	Cn1c(C23CC4CC(CC(C4)C2)C3)n[nH]c1=S	-0.4	8%	-6%	x
6	O=C(CSc1cccc[n+]1[O-])NN(c1ccccc1)c1ccccc1	-0.5	-7%	-4%	13%
7	CC(C)(C)SC(C(=O)N1CCOCC1)c1ccc(Br)cc1 (stereo unspecified)	0.3	10%	3%	-25%
8	OC(Cc1ccccc1)c1ncc(-c2ccc(Cl)cc2)[nH]1 (stereo unspecified)	0.7	-13%	-4%	-16%

No.	Abeta rescue	EPAC1 antagonist	PI5P4K alpha inh	WRN helicase inh
1	-1%	-14%	4	-5%
2	-8%	-23%	0	-8%
3	-14%	7%	x	9%
4	16%	11%	-7	-28%
5	3%	7%	-6	8%
6	-16%	-4%	0	-12%
7	19%	-9%	2	-2%[57.1 µM]
8	-7%	7%	3	7%[57.1 µM]

(further entries)
No.	smiles	IL-2 act	EPAC1 ag	PLK1 PBD inh	FUS suppressor
9	CC1Sc2ccc(S(=O)(=O)N3CCC(C(=O)NCC(C)c4ccccc4)CC3)cc2NC1=O (stereo unspecified)	-4.3	-3%	-6%	u
10	CCOC(=O)N1CCN(C(=O)CSc2nnc(-c3ccc(C(C)(C)C)cc3)o2)CC1	-0.9	1%	u	-9%
11	COc1ccc(CNC(=O)CN(Cc2ccco2)C(=O)CNS(=O)(=O)c2ccccc2)cc1	-5.8	-17%	-24%	-12%
12	O=C(O)C1=C[C@H](c2coc3ccccc3c2=O)C[C@H](OCc2ccc(CO)cc2)O1	-0.4	2%	0%	-30%
13	CCOc1cccc(C2C(C(=O)c3ccc(C)o3)=C(O)C(=O)N2CCCn2ccnc2)c1 (stereo unspecified)	-6.1	-2%	2%	15%
14	O=c1cc(N2CCCCC2)c2ccccc2o1	0.4	-1%	1%	-5%
15	CCN(CC)CCOC(c1ccccc1)c1ccc(C)cc1 (stereo unspecified)	-0.6	3%	-14%	x
16	Cc1ccc(CNS(=O)(=O)c2cc3c4c(c2)C(C)C(=O)N4CCC3)cc1 (stereo unspecified)	-0.3	3%	-7%	25%

No.	Abeta rescue	EPAC1 antagonist	PI5P4K alpha inh	WRN helicase inh
9	-1%	-2%	1	0%
10	1%	-4%	8	0%
11	-13%	-1%	2	-19%
12	-4%	8%	3	-5%
13	5%	-2%	-1	-3%
14	-13%	8%	-6	-13%
15	9%	-7%	-4	9%
16	-1%	1%	-4	6%

Down the list, as entered above.
Entries 9 to 16 in PLK1 PBD inh, in turn: -6%, u, -24%, 0%, 2%, 1%, -14%, -7%
Entries 9 to 16 in IL-2 act, in turn: -4.3, -0.9, -5.8, -0.4, -6.1, 0.4, -0.6, -0.3

(further entries)
No.	smiles	IL-2 act	EPAC1 ag	PLK1 PBD inh	FUS suppressor
17	COc1ccc(C)cc1NC(=O)Nc1ccc(C(=O)N2CCCC2)cc1	-2.6	2%	2%	16%
18	O=C(NCc1cccs1)C1CCCN1C(=O)Nc1ccc(F)cc1 (stereo unspecified)	-2.9	6%	-11%	7%
19	CN(C)S(=O)(=O)c1ccc(C(=O)Nc2ccccn2)cc1	-0.2	0%	-2%	-22%
20	Cc1nn(-c2ccccc2)c(Cl)c1/C=N/O	-1.4	8%	-6%	-35%
21	O=c1[nH]nnc2cc(Cl)ccc12	-0.2	-17%	2%	-4%
22	CCOC(=O)C1(Cc2cccc(OC)c2)CCN(Cc2ccon2)CC1	-2.8	10%	-5%	-32%
23	CC(C)(C)NC(=O)CN(CC1CCCO1)C(=O)CNS(=O)(=O)c1ccc(F)cc1 (stereo unspecified)	1.4	8%	-5%	-23%
24	CCOC(=O)/C(C(N)=NCCCO)=C(/O)c1ccccc1	-1.3	4%	-4%	10%

No.	Abeta rescue	EPAC1 antagonist	PI5P4K alpha inh	WRN helicase inh
17	-9%	-2%	-2	-9%
18	-5%	-9%	-1	-1%
19	30%	-8%	x	-5%
20	3%	-12%	5	3%
21	7%	-10%	-6	5%
22	u	7%	-1	0%
23	8%	-4%	1	6%[57.1 µM]
24	2%	7%	x	6%

Next part; it opens with the four that closed the last part.
No.	smiles	IL-2 act	EPAC1 ag	PLK1 PBD inh	FUS suppressor
21	O=c1[nH]nnc2cc(Cl)ccc12	-0.2	-17%	2%	-4%
22	CCOC(=O)C1(Cc2cccc(OC)c2)CCN(Cc2ccon2)CC1	-2.8	10%	-5%	-32%
23	CC(C)(C)NC(=O)CN(CC1CCCO1)C(=O)CNS(=O)(=O)c1ccc(F)cc1 (stereo unspecified)	1.4	8%	-5%	-23%
24	CCOC(=O)/C(C(N)=NCCCO)=C(/O)c1ccccc1	-1.3	4%	-4%	10%
25	O=C(Cn1cnc2ccccc2c1=O)c1ccccc1	-1.7	-5%	-1%	5%
26	CCOC(=O)c1cnc2ccc(C(=O)OC)cc2c1NCCN1CCOCC1	0.8	5%	-7%	10%
27	COc1ccc(CCNC(=O)CC(=O)N/N=C/c2ccc(C(=O)O)cc2)cc1OC	0.0	4%	-6%	17%
28	CC(NC(=S)Nc1ccccc1OC(F)F)C(C)(C)C (stereo unspecified)	0.7	2%	-4%	-2%
29	O=[N+]([O-])c1cc(Cc2ccccc2)cc(C=Nc2ccc(N3CCOCC3)cc2)c1O	-4.4	2%	39%[activator]	x
30	COc1cc(C(c2c(O)nc(SC)[nH]c2=O)c2c(O)nc(SC)[nH]c2=O)cc(OC)c1OC	1.2	-8%	-29%	-2%
31	CN1CCN(C(=O)c2cc(Cl)ccc2NC(=O)c2ccc(Cl)cc2Cl)CC1	-3.1	6%	2%	x
32	COC(=O)c1cc(=O)c2cccc(OC)c2[nH]1	-0.5	11%	0%	-2%

No.	Abeta rescue	EPAC1 antagonist	PI5P4K alpha inh	WRN helicase inh
21	7%	-10%	-6	5%
22	u	7%	-1	0%
23	8%	-4%	1	6%[57.1 µM]
24	2%	7%	x	6%
25	7%	5%	5	6%
26	2%	-2%	x	-7%
27	-13%	10%	0	9%
28	u	-8%	-2	-21%[57.1 µM]
29	-83%[inhibitor]	0%	-51*	u
30	-5%	9%	-23	6%
31	4%	2%	7	-14%
32	8%	0%	6	-3%

Next section:
No.	smiles	IL-2 act	EPAC1 ag	PLK1 PBD inh	FUS suppressor
33	COCCN(C(=O)Nc1ccccc1)C(C)c1cccnc1 (stereo unspecified)	1.0	4%	11%	-28%
34	O=c1c2c(nc3cc(-c4cccc(Cl)c4)[nH]n13)CCC2	-1.6	2%	-6%	2%
35	COc1cc(NC(=O)c2cc3ccccc3o2)ccc1NC(=O)c1ccco1	-0.6	2%	-10%	18%
36	COC(=O)C1CCN(C(=O)CSc2ccccc2)CC1	-0.8	5%	21µM*	-8%
37	CCOc1ccc(CNC(=O)c2cc3oc4ccccc4c3n2C)cc1	1.1	1%	4%	-12%&-39%
38	Cc1cccc(C)c1NC(=O)CSC(=S)N1CCCC1	0.5	5%	5%	7%
39	CC1=CS(=O)(=O)CC1Sc1nc2ccccc2[nH]1 (stereo unspecified)	-1.9	5%	-6%	11%
40	Cc1cc(C(=O)N/N=C/c2ccc([N+](=O)[O-])cc2)c(C)o1	-0.2	0%	-13%	15%

No.	Abeta rescue	EPAC1 antagonist	PI5P4K alpha inh	WRN helicase inh
33	20%	8%	-1	2%
34	2%	-7%	x	-24%
35	-6%	-9%	-5	u
36	2%	-13%	1	-10%
37	-19%&-7%	-11%	-1	7%
38	10%	2%	3	-1%
39	18%	2%	x	-13%
40	15%	-17%	1	-29%

Next part:
No.	smiles	IL-2 act	EPAC1 ag	PLK1 PBD inh	FUS suppressor
41	N#CCc1ccc(OCCCN2CCC(C(O)(c3ccccc3)c3ccccc3)CC2)cc1	-0.7	2%	-18%	4%&17%
42	CC(C)c1ccc(N(C(=O)c2csnn2)C(C(=O)NC2CCCC2)c2ccncc2)cc1 (stereo unspecified)	0.0	4%	-18%	10%
43	COC(=O)[C@]12CCCCC=C1N(CCC1=CCCCC1)C(=O)[C@H](CC(=O)NCCc1ccccc1OC)C2	-0.5	-2%	0%	u
44	COc1cccc(C(=O)Nc2ccccc2C(=O)NCC2CCCO2)c1 (stereo unspecified)	-3.5	-5%	-3%	-3%
45	CC(=O)c1c(C)nc2ccc(Br)cc2c1-c1ccccc1	-0.8	5%	-4%	16%
46	O=C(NCc1ccccc1)C1C(=O)Nc2ccccc2C(=O)N1C1CCCC1 (stereo unspecified)	-0.6	5%	1%	7%

No.	Abeta rescue	EPAC1 antagonist	PI5P4K alpha inh	WRN helicase inh
41	-6%	-4%	0	-7%
42	7%	3%	-5	11%
43	18%	-7%	13	1%
44	-3%	11%	-10	12%
45	-47%[inhibitor]	-18%	0	-1%
46	-2%	4%	-3	-7%

From PubChem BioAssay
